# Bioassay records (PubChem)
# Mcl1 Noxa PPI: Mcl-1/Noxa interaction inhibition | AID 1022 | TR-FRET Mcl-1/Noxa peptide binding, 2 h | 220,000 tested, 1.5% active | inhibition, % at 21.7 µM;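 active = compounds that cut the protein-peptide binding signal by more than 50% relative to plate controls in a single-dose test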;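 also: His-tagged Mcl-1 with rhodamine Noxa BH3 peptide and terbium anti-His antibody; 0% = Mcl-1 plus Noxa peptide wells and 100% = peptide-only wells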
# GSH fluor: GSH bead compound fluorescence profile. GSH beads flow cytometry, compound fluorescence 488/530 nm; stronger effect = higher value. fluorescence (KMESF) at 10 µM. 190,000 tested, 0.25% active; in the data active = fluorescence above about 89;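 also: glutathione beads carrying GST-tagged Bcl family fusion proteins plus one bare bead set; values are compound well signal with DMSO vehicle wells as background; inactives centre near 16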
# Rab2 wt GTP: changes GTP binding to wildtype dog Rab2A, up or down. 190,000 tested, 0.19% active. AID 760. GST-Rab2 wt beads, Bodipy-GTP binding, flow cytometry. P61105. GTP binding activity, % at 10 µM;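 active = GTP binding activity at least 20 points away from 100%, either lowered or raised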;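 also: 0% = beads with excess unlabeled GTP and 100% = no-compound control corrected for plate trend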
# Avidin fluor: avidin bead compound fluorescence profile. AID 1775. 220,000 tested, 0.38% active. Avidin beads, compound fluorescence 488/530 nm, flow cytometry; stronger effect = higher value. fluorescence (KMESF) at 10 µM; in the data active = fluorescence above about 47; also: inactives centre near 10
# Rac1 wt GTP bind: modulators of human Rac1 wildtype GTP binding; 190,000 tested, 0.27% active; GST-Rac1 beads, fluorescent GTP binding, flow cytometry; actives lie on both sides; 0 = cold GTP competed, 100 = untreated; P63000; GTP binding activity (% of control), % at 10 µM;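 active = GTP binding activity at least 20 points away from the 100% control level, either lower or higher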
# Mcl1 Bid PPI: disrupts binding of human Mcl-1 to Bid peptide. 220,000 tested, 0.97% active. inhibition, % at 21.7 µM. AID 1021. TR-FRET Mcl-1/Bid-Dy647 peptide binding, 1536-well;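 active = compounds that cut the binding signal by more than half at the single screening dose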;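 also: His-tagged Mcl-1 with europium anti-His antibody binding Bid BH3 peptide; 0% = Mcl-1 plus peptide wells and 100% = peptide-only wells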
# Cdc42 wt: modulators (inhibitors or activators) of GTP binding to human Cdc42 wildtype; 190,000 tested, 0.2% active; P60953; GST-Cdc42 beads, Bodipy-GTP binding, flow cytometry; actives lie on both sides; AID 761; percent activity (GTP binding), % at 10 µM;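 active = percent activity GTP binding at least 20 points away from the 100% baseline, either down as inhibitor or up as activator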;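 also: median bead fluorescence of bound Bodipy-FL-GTP at 100 nM; 0% = excess unlabeled GTP control and 100% = no compound control; below 100% means less GTP binding so inhibitor and above means activator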
# Target sequence (P60953 whole entry, looked up): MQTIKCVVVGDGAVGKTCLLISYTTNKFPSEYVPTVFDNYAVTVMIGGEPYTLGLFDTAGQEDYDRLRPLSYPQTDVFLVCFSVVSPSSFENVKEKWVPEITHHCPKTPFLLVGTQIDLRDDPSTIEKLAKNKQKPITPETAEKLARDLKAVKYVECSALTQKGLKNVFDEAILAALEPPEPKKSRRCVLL
# HRas wt GTP bind: human HRas wildtype GTP binding, change in either direction | P01112 | GST-Ras wt beads, Bodipy-FL-GTP binding, flow cytometry; actives lie on both sides | GTP binding activity, % at 10 µM | 190,000 tested, 0.14% active;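 active = GTP binding activity at least 20% away from the 100% baseline, either lowered as inhibitor or raised as activator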;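 also: 0% = unlabeled GTP competition control and 100% = no-compound control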
# Target sequence (P01112 whole entry, looked up): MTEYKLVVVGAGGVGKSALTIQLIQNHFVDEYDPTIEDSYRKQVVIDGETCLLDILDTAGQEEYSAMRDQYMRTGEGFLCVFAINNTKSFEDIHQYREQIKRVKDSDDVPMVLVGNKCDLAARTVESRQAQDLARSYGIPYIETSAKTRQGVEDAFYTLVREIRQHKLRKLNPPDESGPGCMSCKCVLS
# Pf gamet viab: inhibitors of late stage P. falciparum gametocyte viability | P. falciparum stage V gametocytes, ATP luminescence, 24 h | inhibition, % at 10.9 µM | 150,000 tested, 0.065% active | AID 743093;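 active = inhibition above the mean plus 3 SD of compounds within the control limits, set per campaign, cut at about 38% in these data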;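 also: 0% = DMSO wells and 100% = medium only without gametocytes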
# Rab7 wt modul: alters GTP binding to wildtype dog Rab7; GST-Rab7 beads, fluorescent GTP binding, flow cytometry; actives lie on both sides; untreated = 100%, excess cold GTP = 0%; GTP binding activity (percent of control), % at 10 µM; 190,000 tested, 0.055% active;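 active = fluorescent GTP binding to Rab7 beads changed by at least 20 points from the 100% baseline, either direction, mostly lower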;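 also: median green fluorescence of bound Bodipy-FL-GTP per Rab7 bead population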
# Rac1 act GTP bind: alters GTP binding to activated mutant human Rac1 | AID 764 | 190,000 tested, 0.11% active | GST-Rac1 activated beads, fluorescent GTP binding, flow cytometry; actives lie on both sides; 100% means binding = to untreated wells | P63000 | percent activity (GTP binding), % at 10 µM;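 active = GTP binding at least 20 percentage points away from the 100% baseline, in either direction, so actives lie on both sides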
# Active calls of the source: *; · = not tested or not shown. This is a random part of the collection. Share with any hit: about 3%.
# Results follow in this order: Mcl1 Noxa PPI	GSH fluor	Rab2 wt GTP	Avidin fluor	Rac1 wt GTP bind	Mcl1 Bid PPI	Cdc42 wt	HRas wt GTP bind	Pf gamet viab	Rab7 wt modul	Rac1 act GTP bind
CCN(CC)CCOC(=O)c1ccc(NC(=O)c2ccc(Cl)c(S(=O)(=O)N3CCCCCC3)c2)cc1
    2	7	99	26	102	4	97	97	-3	97	98
COc1ccccc1CNC(=O)c1ccccc1OCc1ccc(F)cc1
    14	20	98	7	102	1	100	99	·	98	100
Clc1cccc(/C(Cc2nc3ccccc3[nH]2)=N\Nc2ccccc2)c1
    -50	19	96	13	100	-62	97	97	7	97	98
CCOC(=O)C(NCCc1ccccc1F)(NC(=O)CC)C(F)(F)F (stereo not given)
    12	8	98	14	104	-20	101	101	-5	104	100
Cc1ccc(C2=NC3(CCCC3)NC2=S)cc1
    32	8	98	7	97	-40	96	96	9	101	93
COc1ccccc1NC(=O)Cc1nc(CCl)cs1
    14	9	105	6	106	1	103	102	-9	104	101
Cc1no[n+]([O-])c1COc1ccccc1/C=C1\NC(=S)NC1=O
    20	33	98	4	99	-78	97	97	-26	91	97
CCOC(=O)N1CCN(C(=O)CSc2ccc(-c3ccccc3OC)nn2)CC1
    6	10	100	6	100	-23	97	96	7	100	94
COC(=O)C(C(=O)Nc1cccc(Cl)c1C)C1CCCC1 (stereo not given)
    -10	11	93	16	96	-9	91	97	0	101	93
OCCN(CCO)c1nc(N2CCCCC2)c2nc(N(CCO)CCO)nc(N3CCCCC3)c2n1
    7	19	97	10	100	-20	103	101	·	97	97
CCn1c(SCc2nc(-c3ccccc3)no2)nc2ccccc21
    14	23	101	6	101	0	99	100	·	101	96
Cc1cccc(N2CCN(S(=O)(=O)c3cnc[nH]3)CC2)c1C
    -14	18	96	3	99	-8	101	98	·	97	96
COc1ccc(C(=O)NC(=O)Nc2cc(C)ccn2)cc1
    19	10	97	22	104	-29	102	101	-46	99	101
O=C(c1cn(-c2ccccc2)nc1-c1cccnc1)N1CCCCC1
    2	18	96	31	96	-14	97	98	22	96	97
O=C(c1ccc(S(=O)(=O)N2CCCCCC2)cc1)N1CCC(CN2C(=O)c3cccc4cccc(c34)C2=O)CC1
    1	9	95	21	107	-13	104	100	·	94	100
Cc1cnc(NC2=NCCC2)s1
    -6	17	98	10	102	-11	93	100	-8	107	94
CC(=Nc1ccccc1)C1=C(O)CSC1=O
    0	9	103	3	105	-27	105	102	·	104	101
CCN1CCN(Cc2nc3c(c(=O)n(C)c(=O)n3C)n2Cc2cccc3ccccc23)CC1
    4	14	97	35	98	-6	100	98	-18	96	97
CCOc1cccc(/C=C/C(=O)O)c1
    9	10	94	10	94	-22	97	96	7	95	94
Cc1ccc(S(=O)(=O)N2C3C=CC(C3)C2C(=O)O)cc1 (stereo not given)
    9	29	101	9	102	-5	102	102	·	99	100
O=C(NC(Cc1c[nH]c2ccccc12)C(=O)O)c1ccc(F)cc1 (stereo not given)
    16	10	99	9	101	-5	99	100	-3	105	97
CCn1c(C(C)C)n[nH]c1=S
    20	12	98	10	102	-25	105	101	12	99	98
Cc1ccc(C(=O)Oc2oc(-c3ccco3)nc2C=Nc2ccc(Cl)cc2)cc1
    18	24	102	9	99	1	100	101	4	101	101

# Reformatted: entries from further up
CC(=Nc1ccccc1)C1=C(O)CSC1=O
  Mcl1 Noxa PPI = 0
  GSH fluor = 9
  Rab2 wt GTP = 103
  Avidin fluor = 3
  Rac1 wt GTP bind = 105
  Mcl1 Bid PPI = -27
  Cdc42 wt = 105
  HRas wt GTP bind = 102
  Pf gamet viab = ·
  Rab7 wt modul = 104
  Rac1 act GTP bind = 101
Cc1ccc(C2=NC3(CCCC3)NC2=S)cc1
  Mcl1 Noxa PPI = 32
  GSH fluor = 8
  Rab2 wt GTP = 98
  Avidin fluor = 7
  Rac1 wt GTP bind = 97
  Mcl1 Bid PPI = -40
  Cdc42 wt = 96
  HRas wt GTP bind = 96
  Pf gamet viab = 9
  Rab7 wt modul = 101
  Rac1 act GTP bind = 93

# Rewritten with tabs: entries from further up.
Molecule	Mcl1 Noxa PPI	GSH fluor	Rab2 wt GTP	Avidin fluor	Rac1 wt GTP bind	Mcl1 Bid PPI	Cdc42 wt	HRas wt GTP bind	Pf gamet viab	Rab7 wt modul	Rac1 act GTP bind
CCn1c(SCc2nc(-c3ccccc3)no2)nc2ccccc21	14	23	101	6	101	0	99	100	·	101	96
Cc1cccc(N2CCN(S(=O)(=O)c3cnc[nH]3)CC2)c1C	-14	18	96	3	99	-8	101	98	·	97	96
COc1ccc(C(=O)NC(=O)Nc2cc(C)ccn2)cc1	19	10	97	22	104	-29	102	101	-46	99	101
O=C(c1cn(-c2ccccc2)nc1-c1cccnc1)N1CCCCC1	2	18	96	31	96	-14	97	98	22	96	97
O=C(c1ccc(S(=O)(=O)N2CCCCCC2)cc1)N1CCC(CN2C(=O)c3cccc4cccc(c34)C2=O)CC1	1	9	95	21	107	-13	104	100	·	94	100
Cc1cnc(NC2=NCCC2)s1	-6	17	98	10	102	-11	93	100	-8	107	94
CC(=Nc1ccccc1)C1=C(O)CSC1=O	0	9	103	3	105	-27	105	102	·	104	101
CCN1CCN(Cc2nc3c(c(=O)n(C)c(=O)n3C)n2Cc2cccc3ccccc23)CC1	4	14	97	35	98	-6	100	98	-18	96	97
CCOc1cccc(/C=C/C(=O)O)c1	9	10	94	10	94	-22	97	96	7	95	94
Cc1ccc(S(=O)(=O)N2C3C=CC(C3)C2C(=O)O)cc1 (stereo not given)	9	29	101	9	102	-5	102	102	·	99	100
O=C(NC(Cc1c[nH]c2ccccc12)C(=O)O)c1ccc(F)cc1 (stereo not given)	16	10	99	9	101	-5	99	100	-3	105	97
CCn1c(C(C)C)n[nH]c1=S	20	12	98	10	102	-25	105	101	12	99	98
Cc1ccc(C(=O)Oc2oc(-c3ccco3)nc2C=Nc2ccc(Cl)cc2)cc1	18	24	102	9	99	1	100	101	4	101	101
